HCMV antiviral: qHTS Assay for inhibitors of the human cytomegalovirus (HCMV) | activity change, negative = inhibition, % at 57.5 µM | AID 1259415, 2018 | HFF cells, HCMV-luciferase reporter, 72 h; stronger effect = lower value | 410,000 tested, 4.5% active; in the data active = activity change below about -60%; inconclusive = no clear call, values can overlap the other calls; inactive = above about -39%
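Human foreskin fibroblasts infected with luciferase-reporter HCMV at MOI 1 PFU/cell, compounds at two doses. Luciferase measured 72 h post infection; normalized to buffer-only basal and Salinomycin (10uM) controls.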
AmpC inh no detg: qHTS Inhibitors of AmpC Beta-Lactamase (assay without detergent) | P00811 | AmpC nitrocefin hydrolysis, absorbance 480 nm, 0.0001% Triton | Potency, µM (highest dose often 57.1 µM), for the others: at the highest dose activity change, negative = inhibition, most hits filed as inhibitors | 330,000 tested, 0.52% active | AID 485341, 2010;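 also: potency is read from the fitted curve at half-maximal effect; plate controls were no compound for no effect and no enzyme for full effect; nearly all actives have a fitted effect of over 20% in size; some results filed as inactive show a strong effect at the top dose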
Target sequence (P00811 whole entry, looked up): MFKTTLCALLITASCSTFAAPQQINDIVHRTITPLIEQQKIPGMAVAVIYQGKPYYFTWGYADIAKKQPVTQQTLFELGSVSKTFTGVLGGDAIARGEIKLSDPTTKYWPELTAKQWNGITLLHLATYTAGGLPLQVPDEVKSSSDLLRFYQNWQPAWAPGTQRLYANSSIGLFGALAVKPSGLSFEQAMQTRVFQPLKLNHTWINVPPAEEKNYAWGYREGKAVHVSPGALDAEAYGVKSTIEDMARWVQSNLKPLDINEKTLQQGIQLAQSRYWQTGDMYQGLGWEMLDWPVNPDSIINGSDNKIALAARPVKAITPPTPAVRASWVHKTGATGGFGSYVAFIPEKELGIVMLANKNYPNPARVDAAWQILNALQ
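AmpC (5.3 nM in the dispensed reagent) in 20 mM phosphate pH 7.0 with 0.01% (detergent screen) or 0.0001% Triton X-100 was preincubated with compounds for 15 min at room temperature. Nitrocefin was then added from an 800 uM solution, and hydrolysis was followed at 480 nm.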
AMA1-RON2 inh: qHTS for Inhibitors of AMA1-RON; Towards Development of Antimalarial Drug Lead: Primary Screen. Plasmodium falciparum AMA1 (3D7) - RON2 peptide interaction. AlphaScreen AMA1-biotinylated RON2 peptide binding. Potency, µM (highest dose often 58.2 µM), for the others: top-dose activity change, negative = inhibition, hits mostly inhibitors. 360,000 tested, 0.2% active. AID 720542, 2013;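 also: potency is read from the fitted curve at half-maximal effect; 0% = vehicle wells and -100% = peptide control; nearly all actives have a fitted effect of over 45% in size; some results filed as inactive show a strong effect at the top dose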
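AMA1 (3D7) with his tag at 25 nM final met compounds first, then biotinylated RON2 peptide at 25 nM; detection used donor plus acceptor beads, 10 µg/mL apiece, read by AlphaScreen after 30 min at room temperature.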
Tb PYK inh: qHTS of Trypanosoma Brucei Inhibitors; pyruvate kinase (Trypanosoma brucei), Q57TT1; TbPYK enzyme, Kinase-Glo Plus ATP luminescence, 45 min; Potency, µM (top dose mostly 76.8 µM), for inactives: at the top dose activity, negative = inhibition, actives largely listed as inhibitors; 410,000 tested, 0.12% active; AID 624173, 2012; also: potency is read from the fitted curve at half-maximal effect; nearly all actives have a fitted effect of over 50% in size
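TbPYK + substrate in 50 mM TEA pH 7.2, 100 mM KCl, 10 mM MgCl2, 0.05% BSA, 0.01% Tween-20; cpd pinned; ADP 130 uM final; 45 min RT; Kinase-Glo Plus 10 min; luminescence endpoint.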
LmPK inh: qHTS Assay for Inhibitors of Leishmania Mexicana Pyruvate Kinase (LmPK) | Q27686 | purified LmPK, Kinase-Glo ATP luminescence, 1 h | Potency, µM (doses to about 57.5 µM), inactives show at the top dose activity change, negative = inhibition, usual class: inhibitors | 290,000 tested, 0.37% active | AID 1721, 2009; also: potency is read from the fitted curve at half-maximal effect
Target sequence (Q27686 whole entry, looked up): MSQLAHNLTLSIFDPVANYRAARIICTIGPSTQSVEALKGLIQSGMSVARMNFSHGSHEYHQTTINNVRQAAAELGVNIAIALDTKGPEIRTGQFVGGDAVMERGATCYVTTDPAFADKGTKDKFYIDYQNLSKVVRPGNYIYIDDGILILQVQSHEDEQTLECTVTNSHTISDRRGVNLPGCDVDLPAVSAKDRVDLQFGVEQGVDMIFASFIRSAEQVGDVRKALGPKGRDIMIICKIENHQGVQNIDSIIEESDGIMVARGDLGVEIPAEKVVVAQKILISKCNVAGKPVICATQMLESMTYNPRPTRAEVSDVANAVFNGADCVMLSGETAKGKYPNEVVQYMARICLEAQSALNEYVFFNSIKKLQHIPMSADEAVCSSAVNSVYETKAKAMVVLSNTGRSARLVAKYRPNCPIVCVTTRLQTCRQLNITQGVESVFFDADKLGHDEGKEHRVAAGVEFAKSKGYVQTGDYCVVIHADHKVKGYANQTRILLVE
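Purified LmPK (0.1 nM) with 0.5 mM PEP and 0.1 mM ADP in imidazole buffer pH 7.2 with MgCl2/KCl, 1 h at room temperature. ATP formed was read by luciferase luminescence and normalized to no-enzyme and uninhibited controls.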
Sm TGR inh: qHTS Assay for the Inhibitors of Schistosoma Mansoni Peroxiredoxins | Schistosoma mansoni thioredoxin glutathione reductase (TGR), Q962Y6 | purified TGR, DTNB reduction, TNB absorbance 405 nm | Potency, µM (top dose mostly 114 µM), without a hit: at the top dose activity change, negative = inhibition, actives largely listed as inhibitors | 360,000 tested, 3% active; also: potency is read from the fitted curve at half-maximal effect; nearly all actives have a fitted effect of over 60% in size
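Kinetic colorimetric format: TGR-catalysed, NADPH-driven DTNB reduction monitored via TNB absorbance. Enzyme dispensed at 20 nM; compound exposure 15 min at room temperature before reaction start.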
AmpC inh detg: qHTS Inhibitors of AmpC Beta-Lactamase (assay with detergent); 370,000 tested, 0.041% active; AID 485294, 2010; P00811; AmpC hydrolysis of nitrocefin, absorbance 480 nm, 0.01% Triton; Potency, µM (series often up to 114 µM), for inactives: at the top dose activity change, negative = inhibition, usual class: inhibitors;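 also: potency is read from the fitted curve at half-maximal effect; 0% = no-compound wells and -100% = no-enzyme wells; nearly all actives have a fitted effect of over 25% in size; some results filed as inactive show a strong effect at the top dose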
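20 mM phosphate pH 7.0 + 0.01% (detergent screen) or 0.0001% Triton X-100; 5.3 nM AmpC reagent; cpd preinc 15 min RT; nitrocefin (800 uM stock) to start; A480 q20 s × 4 min; Activity was normalised to no-enzyme and no-compound control wells.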
Starred values were filed as active, the others as inactive; ? = inconclusive; · = not tested or not shown; [ ] = remark or other dose. Unless noted, calls follow the shape of the dose curve; as a rule, active = well fitted curve in the direction sought with a large enough effect; inconclusive = small, poorly fitted or top-dose-only effect, or another doubt; inactive = no such curve, though single readings can be large; an effect the other way counts as inactive or inconclusive. Unless noted, % is scaled to controls: 0 for no effect and ±100 for the full control effect.

Second line of a record: HCMV antiviral	AmpC inh no detg	AMA1-RON2 inh	Tb PYK inh	LmPK inh	Sm TGR inh	AmpC inh detg
CC1(C)CC(=O)c2cc(C(=O)Nc3ccc(Cl)cc3)c(=O)[nH]c2C1
→ 57	·	·	-3%	·	-1%	5%
Oc1ccc(CN2CCc3ccccc3C2)c2cccnc12
→ -99*	·	-93%	4%	5%	32µM*	-11%
CC(O)(c1cccnc1)c1nc(-c2ccc3ccccc3c2)cs1 (stereo not given)
→ ?	·	-11%	0%	·	·	·
Nc1ccccc1/C=C/c1ccccc1N
→ 33	·	8%	-2%	·	·	·
CCc1cc2cc(C)cc(C)c2nc1SCC(=O)Nc1cc(C)on1
→ -27	-14%	-2%	2%	6%	6%	-3%
COC(=O)c1c(NC(=O)CN2C(=O)C(=O)N(C(C)C)C2=O)sc(C)c1C
→ -26	5%	45%[activator]	4%	·	2%	7%
COc1ccc(/C=C/C(=O)N2CCN(c3ccccn3)CC2)c2ccccc12
→ 28	31%	-23%	-2%	9%	12%	?
Cn1nc(C(=O)NC2CCCCC2)c2ccccc2c1=O
→ -10	3%	-10%	4%	1%	0%	-13%
CCOC(=O)N1CCc2c(sc(NC(C)=O)c2C(N)=O)C1
→ -22	·	4%	-1%	·	·	·
Cc1sc2ncnc(SCC(=O)N3CCCC3)c2c1C
→ -37	11%	-3%	0%	-1%	0%	-7%
Cc1c(NC(=O)Nc2ccc(C(C)C)cc2)c(=O)n(-c2ccccc2)n1C
→ -31	-17%	7%	-7%	-3%	2%	5%
Cc1ccc(NC(=O)CSc2ccccc2)cc1S(=O)(=O)N1CCOCC1
→ 3	-24%	15%	1%	·	-8%	?
Cn1cc(C(=O)c2ccccc2)c2ccccc21
→ -3	-31%	4%	2%	-3%	-1%	-10%
O=C(Nc1ccc2[nH]c3c(c2c1)CCCC3)c1ccco1
→ -24	-3%	-2%	-1%	0%	45µM*	0%
OC(CC#CCN1CCCCC1)(c1ccccc1)c1ccccc1
→ -8	-8%	-24%	-21%	-1%	2%	-12%
Cn1cc(-c2nnnn2-c2ccccc2)c(=O)c2ccccc21
→ -25	-1%	2%	0%	1%	3%	0%
C=CCn1c(SCC(=O)OCC)nc(C(F)(F)F)cc1=O
→ 106	-1%	-8%	-4%	-1%	·	3%
O=C(COC(=O)CNC(=O)c1ccccc1)Nc1ccccc1Cl
→ 18	-9%[11.4 µM]	-6%	0%	5%	4%	?
CC(=O)OC1[C@H](Oc2c(O)c(C)c3c4c2[C@@H](C)CC[C@@H]4[C@@H](C)C[C@@H]3C=C(C)C)OC[C@@H](O)[C@@H]1O (stereo not given in full)
→ 2	165%[activator]	-3%	-1%	·	·	·
C=CCn1c(CNC(=O)c2ccco2)nnc1SCC(=O)c1ccccc1
→ -11	-4%[2.29 µM]	4%	?	-3%	?	7%
Cc1ccc(-c2nc(=S)c3c(n2Cc2cccnc2)CC(C)(C)OC3)cc1
→ 30	-1%	10%	-2%	-1%	-8%	-1%
Cc1ccccc1NC(=O)Cn1nc(C(=O)O)c2ccccc2c1=O
→ 19	-4%	11%	0%	-1%	2%	0%
COc1ccc(CCNC(=O)c2ccc3c(c2)N=C(C)c2cc(C)ccc2S3)cc1OC
→ -21	·	·	5%	·	3%	19%
CCN(Cc1ccccc1)c1nc2c(S(=O)(=O)c3ccccc3)nnn2c2ccc(Cl)cc12
→ ?	·	·	3%	·	-6%	2%
COc1ccc(C(C(=O)NC(C)(C)C)N(Cc2ccco2)C(=O)CCC(=O)Nc2cc(C)on2)cc1 (stereo not given)
→ -16	6%	-5%	4%	1%	37%[activator]	-2%
CC(C(=O)NCCN1C(=O)S/C(=C\c2cccnc2)C1=O)N1C(=O)c2ccccc2C1=O (stereo not given)
→ -8	-18%	9%	-2%	1%	4%	3%
CSc1ccccc1C(=O)C1CCCN(Cc2c(C)n(C)n(-c3ccccc3)c2=O)C1 (stereo not given)
→ -11	-8%	-24%	2%	3%	-16%	-5%
CCOC(=O)c1c(NC(=S)Nc2ccccc2)sc(C)c1C
→ -21	-20%	79%[activator]	3%	6%	-27%	-2%
Cc1ccc(-c2csc(NC(=O)CSc3nc(C)cs3)n2)cc1
→ 66	-25%	-23%	4%	1%	-15%	5%
O=C(CCn1c(=O)[nH]c2ccsc2c1=O)N1CCN(Cc2ccc3c(c2)OCO3)CC1
→ 24	-1%	0%	-10%	2%	5%	3%
Cc1ccc(C(=O)C(C)OC(=O)C2=COCCO2)cc1C (stereo not given)
→ -17	26%	0%	-4%	-4%	-10%	-10%
CC[C@H](C)NC(=O)c1ccc(Cn2c(=S)[nH]c3c([nH]c4ccc(OC)cc43)c2=O)cc1
→ -36	15%	27%[2.32 µM]	?	1%	-2%	4%
COc1cccc(OCC(=O)N2CCC3(CC2)CC(=O)c2ccccc2O3)c1
→ -8	52%	-6%	3%	·	-13%	-3%
O=C(CCCSc1nc2ccccc2s1)NCc1ccco1
→ 89	-20%	5%	-1%	7%	-48%	?
COc1ccc(C(=O)COC(=O)c2ccccc2O)c(OC)c1
→ 2	-22%	12%	2%	·	2%	15%
CC1(C(=O)Nc2ccc3c(c2)OCCO3)CCN1C(=O)C1(c2ccc(Cl)cc2)CCC1 (stereo not given)
→ ?	·	-17%	-6%	·	·	·
Cc1scc(C(=O)Nn2cnnc2)c1-c1ccccc1
→ 13	-22%	3%	-8%	-8%	4%	-2%
COc1cc(C2C(C(=O)c3ccc(C)o3)=C(O)C(=O)N2c2cc(C)on2)cc(Br)c1O (stereo not given)
→ ?	-35%	-13%	-10%	10%	?	-15%
CCC(C)n1c(O)c(/C=N/Nc2nc3c(c(=O)n(C)c(=O)n3C)n2C)c(=O)[nH]c1=S (stereo not given)
→ -33	-35%	34%[activator]	3%	-10%	0%	0%
CCCC(C(=O)Nc1ccc(C)c(S(=O)(=O)N2CCOCC2)c1)c1ccccc1 (stereo not given)
→ ?	1%	13%	10%	·	0%	-5%

Profiles, quoted from the list. Order of values: HCMV antiviral | AmpC inh no detg | AMA1-RON2 inh | Tb PYK inh | LmPK inh | Sm TGR inh | AmpC inh detg
`CC1(C(=O)Nc2ccc3c(c2)OCCO3)CCN1C(=O)C1(c2ccc(Cl)cc2)CCC1` (stereo not given) reads ? | · | -17% | -6% | · | · | ·
`O=C(Nc1ccc2[nH]c3c(c2c1)CCCC3)c1ccco1` reads -24 | -3% | -2% | -1% | 0% | 45µM* | 0%

Later entries
Second line of a record: HCMV antiviral	AmpC inh no detg	AMA1-RON2 inh	Tb PYK inh	LmPK inh	Sm TGR inh	AmpC inh detg
CC(C)C[C@H](NC(=O)N1CC(=O)Nc2ccccc21)C(=O)N1CCC(C(=O)O)CC1
→ -37	-20%	-4%	3%	0%	-1%	-9%
CC(C)(O)C#Cc1cccc(-c2nc(C(=O)NCCCN3CCOCC3)cc3c2[C@H](CCO)N(S(=O)C(C)(C)C)C3)c1 (stereo not given in full)
→ -3	·	17%	-12%	·	·	·
CC(C)C1Nc2c(O)cc(Cl)c([N+](=O)[O-])c2C2C=CCC21 (stereo not given)
→ 0	-29%	21%	-15%	-15%	7.1µM*	-4%
O=C(CCC(=O)c1cccs1)NNC(=O)c1cc(Cl)ccc1Cl
→ 17	-27%	62%[activator]	17%	·	·	·
Cn1c(-c2ccco2)n[nH]c1=S
→ -22	-5%	28%	-24%	3%	-6%	-5%
Cc1cn(C)c(=O)n(C)c1=O
→ -1	-15%	15%	3%	0%	0%	2%
O=C(O)c1ccccc1-c1ccccc1C(=O)NCCCO
→ -5	-2%	-3%	0%	-8%	-1%	?
COc1cccc(Nc2nc(-c3sc(NC(=O)CC(C)C)nc3C)cs2)c1
→ 24	-37%	61%[activator]	-6%	4%	-2%	7%
Cc1ccc(SCc2cc(=O)[nH]c(N3CCN(Cc4ccccc4)CC3)n2)cc1
→ -8	-13%	0%	1%	4%	5%	-13%
CCC1(CC)NC(=O)N(CC(=O)OCC(=O)c2ccccc2OC)C1=O
→ 3	-14%	-9%	4%	·	-3%	-15%
CCC1(CCCC(=O)c2ccc(F)cc2)C(=O)NC(=S)NC1=O
→ -32	-18%	31%[activator]	-8%	-4%	2%	-6%
CCCc1nnc(NC(=O)CCC(=O)NC2CC2)s1
→ ?	-15%	0%	-6%	0%	-6%	-14%
CC(C)C[C@H](NC(=O)c1nc[nH]c1C(=O)N[C@@H](CC(C)C)C(=O)OCc1ccccc1)C(=O)OCc1ccccc1
→ 84	-7%	155%[activator]	2%	-3%	-6%	-15%
Cc1ccc(Oc2ccc(NC(=O)c3ccco3)cc2)cc1
→ 9	-2%	2%	-4%	-3%	-5%	-12%
CCc1ccc(C2CC(c3ccccc3Cl)Nc3nc(N)nn32)cc1 (stereo not given)
→ -5	?	-14%	-10%	5%	5%	-12%
COC(=O)[C@@H]1CC[C@H](C)[C@@H](c2ccc(C)cc2)N1C(=O)c1ccc(/C=N/O[C@@H](C)c2cn([C@H](CO)Cc3ccccc3)nn2)cc1
→ ·	244%[activator]	·	·	5%	-2%	0%
N#C/C(=C\c1ccc(-c2ccc([N+](=O)[O-])cc2)o1)C(=O)Nc1nc(-c2cccs2)cs1
→ -22	-37%	0%	0%	-3%	2%	?
Cc1nnc(N2CCC(C(=O)NC(C)C)CC2)c2nn(-c3ccc(Cl)cc3)c(C)c12
→ 4	·	·	-7%	·	-1%	7%
CCOc1cc2c(cc1O)CCC1C2CCC2(C)C(O)CCC12 (stereo not given)
→ -17	·	-19%	-3%	·	·	·
COC(=O)[C@@]1(Sc2ccc(C)cc2)CC(=O)N[C@@H]1c1ccco1
→ 7	·	-15%	-12%	·	·	·
CCOc1cc(N2CCOCC2)c(OCC)cc1NC(=O)CN1CCCC1
→ -26	-12%	11%	-12%	-11%	3%	4%
CCC(Cc1ccccc1)NC(=O)CCc1ccccc1 (stereo not given)
→ -31	-5%	19%	8%	4%	-28%	-7%
Cc1c(CCO)c(=O)[nH]n1S(=O)(=O)c1ccccc1
→ -39	-10%	5%	6%	8%	3%	0%

Bioassay records (PubChem)
